# Screening data deposited in PubChem BioAssay by National Center for Advancing Translational Sciences (NCATS).
# 15-hLO inh: blocks human 15-lipoxygenase activity. purified 15hLO-1, xylenol orange hydroperoxide absorbance. AID 887. hit rate 1.4% among 74,000. P16050. Potency, µM (titrated, usually from 57.1 µM), for the others: top-dose activity change, negative = inhibition, actives largely listed as inhibitors; further: potency means the concentration at half of the fitted maximal effect; on the % scale 0 is the no-effect control and ±100 the full control effect; nearly all actives have a fitted effect of over 55% in size
# Target sequence (P16050 whole entry, looked up): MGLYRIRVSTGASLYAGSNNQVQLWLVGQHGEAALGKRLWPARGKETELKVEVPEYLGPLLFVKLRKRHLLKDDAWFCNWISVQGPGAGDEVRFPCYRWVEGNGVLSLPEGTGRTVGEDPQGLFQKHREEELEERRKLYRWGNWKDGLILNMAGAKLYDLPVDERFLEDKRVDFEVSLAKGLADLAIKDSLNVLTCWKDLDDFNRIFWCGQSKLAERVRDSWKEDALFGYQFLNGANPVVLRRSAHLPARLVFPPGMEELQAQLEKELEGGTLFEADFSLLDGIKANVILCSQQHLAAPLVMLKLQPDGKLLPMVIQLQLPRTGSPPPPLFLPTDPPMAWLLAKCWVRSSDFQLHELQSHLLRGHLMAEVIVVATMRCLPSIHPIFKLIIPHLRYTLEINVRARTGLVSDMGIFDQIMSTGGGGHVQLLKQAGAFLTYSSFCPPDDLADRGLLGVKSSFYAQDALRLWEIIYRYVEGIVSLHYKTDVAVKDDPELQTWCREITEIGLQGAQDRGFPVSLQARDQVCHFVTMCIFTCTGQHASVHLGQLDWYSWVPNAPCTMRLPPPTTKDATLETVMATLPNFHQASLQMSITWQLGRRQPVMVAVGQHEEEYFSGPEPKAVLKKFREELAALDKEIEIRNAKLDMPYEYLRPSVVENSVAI
#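 Quantitative HTS in 25 mM Hepes pH 7.5 containing 0.01% Triton X-100: human 15hLO-1 at 40 nM, arachidonic acid at 50 uM, 6 min turnover. Product quantified via ferrous oxidation/xylenol orange, 573:405 nm absorbance ratio.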
# 4-MU autofl: compound fluoresces in the 4-MU spectral region | compound autofluorescence, 340/450 nm, 4-MU equivalents; hits give high values | max dye-equivalent concentration, M | hit rate 11% among 59,000; in the data active means max dye-equivalent concentration above about 10 nM; inconclusive means mostly about 1.1 nM to 9.6 nM
#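 Compounds in 100 mM Tris, pH 8.0, sat 15 min at room temperature before fluorescence was read at 340 nm excitation/450 nm emission; a per-plate six-point 4-MU standard curve converted signals to dye-equivalent concentration at each compound concentration.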
# Texas Red fluor: Texas Red region autofluorescence. max dye-equivalent concentration, M. AID 587. Compound fluorescence, Texas Red channel, 547/618 nm; hits give high values. hit rate 0.06% among 59,000; in the data active means max dye-equivalent concentration above about 10 nM; inconclusive means between about 1.1 nM and that limit
#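 Texas Red-region profiling: compounds in 100 mM Tris pH 8.0 were read at 547/618 nm after 15 min at room temperature. Intensities were normalized against a six-point Texas Red standard series to give dye-equivalent concentration.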
# DNA Pol III inh: inhibitors of bacterial DNA polymerase III holoenzyme. reconstituted DNA polymerase III holoenzyme replication, biochemical. Potency, µM (titrated, usually from 57.1 µM), for the others: at the top dose activity change, negative = inhibition. hit rate 0.25% among 71,000; further: potency means the concentration at half of the fitted maximal effect; on the % scale 0 is the no-effect control and ±100 the full control effect
#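 Reconstituted *E. coli* holoenzyme (0.35 nM Pol III, 1 nM beta, 154 nM SSB, 2 nM primase) was preincubated with compound for 15 min at RT. Synthesis on 1.4 nM ssM13Gori ran 35 min, then was stopped with PicoGreen/EDTA and read as dsDNA fluorescence.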
# GFP derepression: epigenetic GFP locus derepression in mouse cells; mouse C127i GFP locus derepression, cytometry, 30 h; Potency, µM (top dose mostly 46.1 µM), without a hit: at the top dose GFP derepression (activation); hit rate 0.09% among 68,000; AID 597; further: % of control where 0% means no effect
#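 Murine C127i mammary cells carrying a silenced, stably integrated CMV-driven GFP reporter were treated with compound for 30 hours at 37 C. After PBS washes, GFP-positive cells were counted by laser-scanning microplate cytometry.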
# HADH2 inhib: HADH2 (human) dehydrogenase inhibition; hit rate 3.4% among 73,000; recombinant HADH2, NADH fluorescence, beta-hydroxybutyryl-CoA; AID 886; Q99714; Potency, µM (series often up to 57.1 µM), for inactives: at the top dose activity change, negative = inhibition, actives largely listed as inhibitors; further: potency means the concentration at half of the fitted maximal effect; on the % scale 0 is the no-effect control and ±100 the full control effect; nearly all actives have a fitted effect of over 60% in size; many of its hits are not listed in these tables
# Target sequence (Q99714 whole entry, looked up, one chain of several): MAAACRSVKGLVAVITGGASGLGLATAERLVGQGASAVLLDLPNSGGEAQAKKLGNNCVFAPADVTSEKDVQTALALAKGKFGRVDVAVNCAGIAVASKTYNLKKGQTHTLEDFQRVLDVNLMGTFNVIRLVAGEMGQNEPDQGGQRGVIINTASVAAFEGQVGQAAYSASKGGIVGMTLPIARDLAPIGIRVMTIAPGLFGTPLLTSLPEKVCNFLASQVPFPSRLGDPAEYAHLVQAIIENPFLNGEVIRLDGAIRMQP
#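 His-tagged recombinant enzyme from E. coli, 20 nM, preincubated 15 min RT with compound; reaction started with 1 mM NAD+ and 90 uM beta-hydroxybutyryl-CoA in 100 mM Tris-HCl pH 9.0. NADH fluorescence (ex 360/em 450) read over 4 min; last-minus-first difference.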
# UbGFP stabilizer: ubiquitin-GFP accumulation via proteasome inhibition | Ubiquitin-GFP reporter cells, proteasome inhibition, GFP fluorescence; response scale: untreated = 0%, 10 µM MG-132 = 100% | Potency, µM (doses to about 45.9 µM), for the others: top-dose activation (GFP accumulation), usual class: activators | 67,000 tested, under 10 active; active means well fitted activation curve with a large enough effect, not every such curve was filed as active; inconclusive means small, poorly fitted or top-dose-only effect, or another doubt; inactive means no such curve, though single readings can be large or run the other way; further: potency means the concentration at half of the fitted maximal effect
#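 GFP accumulation read-out: laser plate cytometry counting ubiquitin(G76V)-GFP-expressing U2OS cells after 4 hr compound exposure at 37 °C. Titrations spanned 46 uM to 2.9 nM; 0% = basal, 100% = 10 uM MG-132; concentration-response curves fitted.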
# Rhodamine autofl: compound autofluorescence in rhodamine spectral region; Rhodamine-region fluorescence, 547/598 nm, Tris buffer; hits give high values; max dye-equivalent concentration, M; hit rate 0.05% among 59,000; in the data active means max dye-equivalent concentration above about 11 nM; inconclusive means between about 1.1 nM and that limit
#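 A six-point rhodamine series on each plate calibrates the signal. Compounds sit in 100 mM Tris (pH 8.0) for 15 min at ambient temperature before imaging through 547 nm/598 nm filters.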
# Fluorescein autfl: compound autofluorescence in fluorescein spectral region; Compound autofluorescence, 480/540 nm, fluorescein-equivalent; hits give high values; max fluorescein-equivalent concentration, M; hit rate 0.91% among 59,000; in the data active means max fluorescein-equivalent concentration above about 10 nM; inconclusive means between about 1.1 nM and that limit
#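 Library compounds, added at multiple concentrations to pH 8.0 Tris buffer (100 mM), incubate 15 min at room temperature before CCD imaging at 480 nm excitation and 540 nm emission.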
# HBB splice mod: hemoglobin beta splicing modulation; HBB splicing reporter cell assay, activation; EGFP reporter with mutant IVS2-654 intron; response scale: normalised to 500 nM splice-correcting PNA; Potency, µM (titrated, usually from 46.1 µM), for inactives: top-dose activation, actives largely listed as activators; hit rate 0.06% among 65,000; AID 925; further: potency means the concentration at half of the fitted maximal effect; 0% is about no effect
#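 HeLa cells stably expressing EGFP interrupted by mutant beta-globin intron 2 (IVS2-654), 500/well in 2% FCS. Treated with compound for 2 days at 37C. Splicing correction scored as total well GFP intensity (488 nm excitation, 500-520 nm emission); 500 nM antisense PNA served as control.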
# Hsp90 Hop PPI: changes Hsp90-Hop TPR2A binding signal, up or down | hit rate 0.44% among 71,000 | AlphaScreen TPR2A-His6 binding biotin-Hsp90 C-terminal peptide | Potency, µM (doses to about 57 µM), inactives show at the top dose activity change, negative = inhibition | AID 595; active means well fitted curve in either direction with a large enough effect; inconclusive means small, poorly fitted or top-dose-only effect, or another doubt; further: potency means the concentration at half of the fitted maximal effect; on the % scale 0 is the no-effect control and ±100 the full control effect; many of its hits are not listed in these tables
# Active calls of the source: *; i = inactive; u = inconclusive; x = not tested or not shown; & = joins results of further samples; [ ] = dose if it differs, or a comment. Unless noted, the call rests on the fitted dose curve; in most records, active means well fitted curve in the direction sought with a large enough effect; inconclusive means small, poorly fitted or top-dose-only effect, or another doubt; inactive means no such curve, though single readings can be large; an effect the other way counts as inactive or inconclusive. Some of the compounds tested; rates above refer to the full screens.
SMILES,15-hLO inh,4-MU autofl,Texas Red fluor,DNA Pol III inh,GFP derepression,HADH2 inhib,UbGFP stabilizer,Rhodamine autofl,Fluorescein autfl,HBB splice mod,Hsp90 Hop PPI
CCOc1ccccc1C(=O)Nc1cc(Cl)ccc1O,10µM*,i,i,0.6%,0.6%,-9.7%,-2.5%,i,u,-1.3%,2.9%
CC(N)=NCCC[C@H](N)C(=O)O,11.2%[25.6 µM],i,i,-2.1%&-9.4%,-1.0%&-0.1%,1.9%&8.7%,0.0%&-1.0%,i,i,2.1%,3.4%&-4.5%
CCc1ccccc1NC1=NCC(=O)N1C1CCCCC1,-15.0%,i,i,-1.8%,-2.9%,4.5%,-2.4%,i,i,x,-0.2%
c1ccc(CNc2c3c(nc4ncnn24)CCCC3)nc1,34.2%[activator],i,i,-7.8%,0.0%,-2.3%,-1.6%,i,u,0.5%[57.5 µM],-4.6%
COc1ccc(S(=O)(=O)N2CCC(C(=O)Nc3ccc(OC)c(OC)c3)CC2)cc1C,12.4%,i,i,-2.3%,-4.3%,6.4%,-2.5%,i,i,-0.6%,-1.1%
O=C(c1ccncc1)N1CCC2(CC1)CN(C(c1ccccc1)c1ccccc1)C2,-1.8%,i,i,-4.6%,9.3%[9.22 µM],-7.0%,-7.6%,i,i,1.4%,-9.7%
CCOC(=O)c1c(C)n(CC(O)c2ccccc2)c2ccc(O)cc12 (stereo unspecified),-8.1%,i,i,-3.1%,6.0%,u,0.0%,i,i,0.4%[0.369 µM],-8.5%
O=C(NCCOC(=O)c1ccc(C(=O)OCCNC(=O)c2ccccc2)o1)c1ccccc1,6.3%,x,x,3.3%,0.0%,-5.8%,-2.6%,x,x,-0.5%[9.22 µM],-0.9%
OCc1ccccc1,-5.1%,x,x,0.0%,x,-7.2%,x,x,x,0.9%,-1.7%
CC1(C)CC(=O)C(C2(O)C(=O)N(Cc3ccccc3)c3ccccc32)CO1 (stereo unspecified),18.1%,i,u,0.7%,2.2%,u,3.9%,i,i,x,-2.9%
CN(C)c1ncc2nc(-c3cccs3)c(=O)n(CCC#N)c2n1,-8.5%,1.48e-08M*,i,0.4%,-2.7%[9.22 µM],9.7%,-4.0%,i,3.65e-08M*,-0.4%,-3.5%
Cc1ccc(-c2nc3cnccn3c2Nc2ccc3c(c2)OCCO3)o1,25.1µM*,i,i,2.2%,0.2%,-9.3%,19.7%,i,u,-6.0%,-14.0%
Cc1cccc(-n2ncc3c(NCc4ccc5c(c4)OCO5)ncnc32)c1,-14.6%,i,i,10.3%,2.7%,-9.2%,-11.6%,i,u,1.6%,10.6%
Cc1ccccc1-c1noc(-c2ccc(O)cc2)n1,-24.6%[11.4 µM],x,x,-0.1%[11.4 µM],1.5%,u,-1.6%[9.17 µM],x,x,0.4%[0.0738 µM],-4.1%[11 µM]
O=C(CC(SCCO)c1ccc(F)cc1)c1ccco1 (stereo unspecified),-2.3%,i,i,-4.8%,1.1%,-7.0%,-2.6%,i,u,-1.9%,-1.7%
COc1ccc(Cl)cc1NC(=O)c1ocnc1C,-12.0%,i,u,-3.9%,-0.4%,u,10.0%,i,i,4.4%[1.84 µM],-3.6%
COc1cccc(NS(=O)(=O)c2ccc3[nH]cc(C(=O)NCCCOC(C)C)c(=O)c3c2)c1,12.0%,i,i,-0.1%,-0.4%,-1.3%,2.2%,i,i,-1.5%,-7.8%
COc1cc(NS(=O)(=O)c2ccc(NC(=O)c3ccc(C)o3)cc2)nc(OC)n1,5.7%,i,i,-1.8%,2.0%,5.6%,-3.9%,i,u,-1.0%,2.0%
O=C(c1cccnc1Nc1ccc2c(c1)CCC2)N1CCOCC1,3.7%,i,u,-5.3%,-2.6%,-6.7%,-0.8%,i,u,-2.1%,-1.7%
Nc1nc(N)c2nn(-c3ccc(C(=O)O)cc3)nc2n1,4.7%[11.4 µM],1.86e-07M*,u,-5.9%[11.4 µM],9.1%[9.22 µM],25.3%[11.4 µM],-4.6%[9.17 µM],i,i,2.4%[9.22 µM],-0.3%[11 µM]
CCOc1ccc(-c2nc(C#N)c(N3CCCCCC3)o2)cc1,-26.6%,x,x,3.7%,1.9%,x,-7.9%,x,x,-0.4%,u
Cc1sc(NC(=O)CSc2nnc(-c3ccc(F)cc3)o2)c(C#N)c1C,2.7%,i,u,-6.4%,3.8%,-1.0%,-5.4%,i,i,x,-3.0%
CC(=O)Nc1nc2ccccc2n1CCOc1ccccc1Cl,3.0%,i,u,-3.4%,1.9%,13.1%,-0.4%,i,i,x,-2.9%
CCOc1nc(NCCC2=CCCCC2)nc(N2CCOCC2)n1,-7.8%,i,i,2.3%,-2.3%,-4.0%,-1.5%,i,u,0.1%,1.0%
CCOc1ccc(CCNC(=O)C2CCN(S(=O)(=O)N3CCOCC3)CC2)cc1OCC,2.9%,i,u,-0.8%,0.9%,2.2%,6.8%,i,i,1.3%,0.5%

# The final two entries of the section before lead into the next:
SMILES,15-hLO inh,4-MU autofl,Texas Red fluor,DNA Pol III inh,GFP derepression,HADH2 inhib,UbGFP stabilizer,Rhodamine autofl,Fluorescein autfl,HBB splice mod,Hsp90 Hop PPI
CCOc1nc(NCCC2=CCCCC2)nc(N2CCOCC2)n1,-7.8%,i,i,2.3%,-2.3%,-4.0%,-1.5%,i,u,0.1%,1.0%
CCOc1ccc(CCNC(=O)C2CCN(S(=O)(=O)N3CCOCC3)CC2)cc1OCC,2.9%,i,u,-0.8%,0.9%,2.2%,6.8%,i,i,1.3%,0.5%
CN1CCN(c2ncnc3ccc(-c4ccccc4Cl)cc23)CC1,-14.1%,i,i,-14.4%,-5.5%[9.22 µM],12.2%,-2.1%,i,i,-1.5%,5.0%
CCOC(=O)C1=C(C)Nc2nnnn2C1c1ccc(OC)c(Br)c1 (stereo unspecified),-12.0%,x,x,-0.3%,x,-8.7%,1.4%,x,x,-1.6%,-3.1%[2.3 µM]
CCS(=O)(=O)N1Cc2ccccc2CC1C(=O)N1CCN(c2ccccc2)CC1 (stereo unspecified),-8.1%,i,i,5.6%,-2.5%,-7.8%,-3.3%,i,u,-0.6%[57.5 µM],-2.5%
CC(C)OCCCn1c(=S)[nH]c2ncccc2c1=O,10.3%,i,i,-2.7%,0.0%,-12.1%,-7.5%,i,i,4.6%,-1.0%
CCOC(=O)NC(NC(=O)OCC)C(=O)c1ccc(F)cc1,-18.1%,u,i,-3.8%,1.2%,11.4%,u,i,i,1.0%,u
Cc1csc2nc(CSc3nncn3-c3ccccc3)c(Br)n12,-2.3%,i,i,-3.8%,-2.1%,13.2%,x,i,i,0.7%[0.369 µM],-4.8%
CCOc1cc(S(=O)(=O)NCc2ccccn2)c(C)cc1C,-0.3%,i,u,1.4%,-2.0%,7.8%,2.6%,i,i,-1.0%,3.1%
COC(=O)C1CCN(C(=O)NC2CCCCC2)CC1,13.0%,i,i,11.2%,0.1%,1.4%,1.4%,i,u,2.0%,-4.7%
CCCCN(CCCNC(=O)C1CCN(S(=O)(=O)N2CCOCC2)CC1)Cc1ccccc1,4.7%,i,u,-5.0%,2.4%,-0.5%,20.9%,i,i,-1.9%,-10.4%
C=C(C)c1cccc(C(C)(C)NC(=O)N2CCOCC2)c1,5.7%,i,i,-3.2%,2.9%,-3.9%,2.0%,i,i,-0.2%,-0.9%
CCOC(=O)c1c(-c2cccs2)csc1NC(=O)CN1CCOCC1,-6.5%,i,i,4.6%,-3.0%,-12.6%,-1.1%,i,i,-0.4%[57.5 µM],1.3%
COc1ccc2c(c1)CCc1c(C(=O)Nc3ccc(OC)c(OC)c3)noc1-2,-4.4%,u,u,-7.2%,1.3%,9.7%,-2.8%,i,i,2.7%,1.3%
COc1ccc(CCNC(=O)c2cccnc2)cc1OC,10.5%,x,x,-7.0%,-2.2%,-3.6%,-6.7%,x,x,1.2%[9.22 µM],-1.1%

# Part of the list above, limited to UbGFP stabilizer and DNA Pol III inh:
canonical_smiles	UbGFP stabilizer	DNA Pol III inh
CCOc1cc(S(=O)(=O)NCc2ccccn2)c(C)cc1C	2.6%	1.4%
CCOC(=O)c1c(-c2cccs2)csc1NC(=O)CN1CCOCC1	-1.1%	4.6%
CN1CCN(c2ncnc3ccc(-c4ccccc4Cl)cc23)CC1	-2.1%	-14.4%
